Akt phos inh = HTS Assay for Inhibitors of Akt Phophorylation: Primary Screen. Neuro2A IGF-stimulated pAkt S473 HTRF, 20 min; active compounds read low. activity change, % for hits at 50 µM. 360,000 compounds, 0.32% hits. AID 651550, 2012; in the data active means activity change below about -80%; inconclusive means mostly about -51% to -80%; further: on the % scale 0 is the no-effect control and ±100 the full control effect
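Neuro2A cells (4,500/well, DMEM with 0.5% FBS) were treated with compound at a single 50 µM final concentration, stimulated with 6 nM IGF for 20 min at 37 °C, and lysed. Phospho-Akt Ser473 was read by HTRF as 665/615 ratio ×10^4.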
D3 antag = qHTS of D3 Dopamine Receptor Antagonist: qHTS; D(3) dopamine receptor (Homo sapiens), P35462; D3R cells, DiscoveRx beta-arrestin luminescence, antagonist mode; active compounds read low; max response, negative = inhibition, %; 360,000 compounds, 2.5% hits; AID 652054, 2013; in the data active means max response below about -50%; inconclusive means no clear call, values can overlap the other calls; further: on the % scale 0 is the no-effect control and ±100 the full control effect; mostly tested at two doses, the higher about 12 µM
Target sequence (P35462 whole entry, looked up): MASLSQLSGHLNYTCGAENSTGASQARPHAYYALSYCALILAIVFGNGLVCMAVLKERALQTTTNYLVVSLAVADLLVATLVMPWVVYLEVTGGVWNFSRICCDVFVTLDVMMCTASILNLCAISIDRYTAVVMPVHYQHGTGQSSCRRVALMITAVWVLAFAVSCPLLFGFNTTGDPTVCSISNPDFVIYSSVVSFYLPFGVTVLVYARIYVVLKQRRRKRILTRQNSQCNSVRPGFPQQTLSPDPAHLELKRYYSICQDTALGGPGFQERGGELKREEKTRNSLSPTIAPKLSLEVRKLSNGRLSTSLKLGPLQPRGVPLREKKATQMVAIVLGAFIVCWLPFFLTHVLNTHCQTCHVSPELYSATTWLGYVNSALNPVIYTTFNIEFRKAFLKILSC
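Cells expressing the human receptor were seeded at 1500 cells/well, incubated overnight at 37 degrees C in 5% CO2, then exposed to library compounds with dopamine controls for 90 minutes at 37 degrees C before luminescent detection.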
PTHR1 agonist = qHTS for PTHR1 Agonists: Primary Screen; AID 743266, 2014; Parathyroid hormone/parathyroid hormone-related peptide receptor (Homo sapiens), Q03431; Potency, µM (doses to about 115 µM), for the others: top-dose activation, most hits filed as activators; 410,000 compounds, 0.075% hits; HEK293 GP2 PTHR1 cells, GloSensor cAMP luminescence, 1 h; further: potency means the concentration at half of the fitted maximal effect; nearly all actives have a fitted effect of over 55% in size; some results filed as inactive show a strong effect at the top dose; inactives centre near -15; many of its hits are not listed in these tables
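HEK-293-derived GP2 cells expressing PTHR1 and a GloSensor cAMP reporter, 3,000/well, plated overnight, given luciferin plus IBMX (each 0.5 mM as added) for 1 h at 37 °C, then compound for 1 h at 37 °C. Luminescence was read after 15 min at room temperature.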
TDP-43 yeast inh = qHTS of TDP-43 Inhibitors. TDP-43 expressing yeast growth rescue, BacTiter-Glo, 24 h. Potency, µM (doses to about 46.1 µM), without a hit: top-dose growth rescue (activation), actives largely listed as activators. 410,000 compounds, 1.8% hits. AID 652104, 2013; further: potency means the concentration at half of the fitted maximal effect; % of control where 0% means no effect; nearly all actives have a fitted effect of over 50% in size
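Yeast cells expressing TDP-43 under galactose induction are exposed to compounds for 24 hr at 30 deg C. BacTiter-Glo luminescence measures growth, so protective compounds score as activators.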
GLP1R ag = qHTS of GLP-1 Receptor Agonists. Glucagon-like peptide 1 receptor (Homo sapiens), P43220. HEK293 GLP-1R CRE-luciferase, luminescence, 4-6 h; cells express a hypersensitive GLP-1R form. Potency, µM (top dose mostly 45.6 µM), inactives show top-dose activation, actives largely listed as activators. 380,000 compounds, 0.007% hits. AID 624172, 2012; further: potency means the concentration at half of the fitted maximal effect; % of control where 0% means no effect
Target sequence (P43220 whole entry, looked up): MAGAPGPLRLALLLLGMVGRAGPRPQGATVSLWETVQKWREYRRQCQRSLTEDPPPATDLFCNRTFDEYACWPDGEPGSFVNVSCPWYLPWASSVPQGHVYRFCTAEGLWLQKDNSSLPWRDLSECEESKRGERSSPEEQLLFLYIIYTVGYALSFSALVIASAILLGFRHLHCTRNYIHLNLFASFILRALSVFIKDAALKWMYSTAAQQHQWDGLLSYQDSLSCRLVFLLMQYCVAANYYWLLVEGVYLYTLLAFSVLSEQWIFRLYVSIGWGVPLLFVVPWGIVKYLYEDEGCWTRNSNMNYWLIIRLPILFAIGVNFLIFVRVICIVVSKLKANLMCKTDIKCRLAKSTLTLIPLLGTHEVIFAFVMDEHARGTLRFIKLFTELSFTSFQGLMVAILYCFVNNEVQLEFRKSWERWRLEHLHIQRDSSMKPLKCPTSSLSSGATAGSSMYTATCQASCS
FUS suppressor = qHTS for Suppressors of FUS Proteinopathy: Primary screen using FUS-linked yeast assay; S. cerevisiae FUS-expressing, growth rescue, OD600, 24 h; Potency, µM (titrated, usually from 76.6 µM), without a hit: top-dose growth rescue (activation), usual class: activators; 390,000 compounds, 0.24% hits; AID 1347120, 2019;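 further: potency means the concentration at half of the fitted maximal effect; plate controls were DMSO vehicle for no effect and reference control for full effect; nearly all actives have a fitted effect of over 55% in size; some results filed as inactive show a strong effect at the top dose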
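S. cerevisiae expressing FUS from galactose induction served as the toxicity model. Growth after 24hr at 30C, read as absorbance at 600 nm, indicates suppression of toxicity; compounds dosed at several concentrations.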
GLP-1R inv ag = qHTS of GLP-1 Receptor Inverse Agonists (Inhibition Mode). Glucagon-like peptide 1 receptor (Homo sapiens), P43220. HEK293 GLP-1R CRE-luciferase, luminescence, 24 h; GLP-1R form is constitutively active. Potency, µM (titrated, usually from 38.3 µM), for the others: top-dose activity change, negative = inhibition, hits mostly inhibitors. 410,000 compounds, 1.6% hits. AID 624417, 2012; further: potency means the concentration at half of the fitted maximal effect; on the % scale 0 is the no-effect control and ±100 the full control effect; nearly all actives have a fitted effect of over 55% in size
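Luminescence readout: a drop in cAMP-driven luciferase signal flags inverse agonism at a constitutively active GLP-1R stably expressed in HEK293. Compound exposure lasted 24 hr at 37 deg C, 5% CO2.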
aSyn yeast inh = qHTS of alpha-syn Inhibitors; Yeast expressing alpha-synuclein, growth rescue, BacTiter-Glo, 24 h; 370,000 compounds, 0.14% hits; AID 652106, 2013; Potency, µM (series often up to 46.1 µM), for inactives: at the highest dose growth rescue (activation), actives largely listed as activators; further: potency means the concentration at half of the fitted maximal effect; % of control where 0% means no effect; nearly all actives have a fitted effect of over 65% in size
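Screening used galactose-induced yeast with toxic alpha-synuclein levels, exposed to compound for 24 hr at 30 deg C. Cell growth, read with BacTiter-Glo luminescence, gave the measured signal.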
Abeta rescue = qHTS for compounds that reverse cellular toxicity of Amyloid beta (A-beta) peptide in yeast: Primary Screen; Potency, µM (highest dose often 46.1 µM), for inactives: at the top dose growth rescue, most hits filed as activators; 410,000 compounds, 0.063% hits; yeast expressing A-beta42, growth rescue, OD600, 48 h; response scale: 0% DMSO, 100% iron-clioquinol control; AID 1347071, 2019; further: potency means the concentration at half of the fitted maximal effect; nearly all actives have a fitted effect of over 55% in size
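Growth rescue measured by 600 nm absorbance after 48 h yeast culture at 30 C with compound. Values normalized between DMSO and an equimolar ferric chloride plus clioquinol control.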
* hit, by the source's call; i = inactive; ? = inconclusive; / = not tested or not shown; [ ] = remark or other dose. Unless noted, the call rests on the fitted dose curve; in most records, active means well fitted curve in the direction sought with a large enough effect; inconclusive means small, poorly fitted or top-dose-only effect, or another doubt; inactive means no such curve, though single readings can be large; an effect the other way counts as inactive or inconclusive. An excerpt; the hit share may differ from the screen's.

SMILES	Akt phos inh	D3 antag	PTHR1 agonist	TDP-43 yeast inh	GLP1R ag	FUS suppressor	GLP-1R inv ag	aSyn yeast inh	Abeta rescue
COc1ccc(C2OC(=O)CC2C(=O)NCc2ccc(C)cc2)cc1OC (stereo unspecified)	i	6	-16%	11%	7%	-5%	1%	0%	12%
Cc1ccc(/C=N/n2c(-c3ccc(Cl)cc3)n[nH]c2=S)s1	i	-18	i	4%	14%	7%	42%	8%	-10%
O=C(Cn1c(C(=O)OCCO)cc2ccccc21)c1ccccc1	i	9	-24%	-10%	0%	16%	?	11%	9%
Cc1cc(=O)[nH]c(N/N=C/c2cc(C)n(CC(F)(F)F)c2C)n1	i	-11	i	17%	-2%	-14%	-23%	3%	-9%
COc1ccc(Br)cc1C(=O)N/N=C/c1ccc([N+](=O)[O-])cc1	i	-13	i	-17%	4%	16%	20%	-4%	-7%
CCn1ncc(CN2CCC(Oc3cc(C(=O)NC4CC4)ccc3OC)CC2)c1C	i	0	i	-25%	5%	/	13%	2%	-19%
O=C(NCc1ccc(F)cc1)c1cc2c(cc1Cl)N1CCCCCC1=NS2(=O)=O	i	-10	-90%[inhibitor]	-5%	10%	1%	3%	-4%	-8%
O=C(NNC(=O)c1cc(-c2ccc(Br)cc2)nc2ccccc12)c1csc(N2CCOCC2)n1	i	25	-13%	-6%	-2%	?	-1%	-4%	-17%
CC(C)N(Cc1nccn1C)C(=O)C1CCC(=O)N(CCc2ccccc2)C1 (stereo unspecified)	i	0	-30%	?	-3%	-21%	-3%	?	8%
COc1ccc(CNC(=O)CCNC(=O)N2CC(=O)Nc3ccccc32)cc1	i	-3	-20%	2%	-2%	-40%	-14%	?	-5%
CC(C)(C)OC(=O)N1CCC(C(=O)N2CCOCC2)CC1	i	-5	?	-22%	3%	?	-11%	0%	6%
COC(C)c1oc2c(C)c3oc(=O)cc(C)c3cc2c1C (stereo unspecified)	i	4	-34%[inhibitor]	?	?	22%	179%[activator]	-11%	-4%
CCOC(=O)c1c(N)n(-c2ccc(C)c(Cl)c2)c2nc3ccccc3nc12	/	/	i	5%	5%	-12%	6%	-2%	-16%
CCN(CC)c1ccc(/C=C(\C#N)C(=O)NCc2ccccc2)cc1	i	13	-16%	22%	17%	22%	-3%	3%	9%
Cc1ccc(CNC(=O)CSc2c(C)cnc3c2c(=O)n(C)c(=O)n3C)cc1	/	/	i	21%	/	4%	-5%	/	-12%
CCOc1ccc(/C=C(\C#N)C(=O)Nc2cccnc2)cc1	i	20	i	-5%	5%	/	14%	-1%	0%
COc1ccc(Cl)cc1C(=O)Nc1nc2ccccc2[nH]1	i	0	-91%	-6%	-4%	19%	?	-6%	-13%
CO/N=C/c1ccc(N2CCN(C(=O)c3cccc(C(F)(F)F)c3)CC2)c([N+](=O)[O-])c1	i	45	-1%[57.5 µM]	?	-16%	?	?	9%	0%
Cc1cc(C)cc(OCCSc2nc3ccc(NC(=O)c4ccc5c(c4)OCO5)cc3s2)c1	/	/	i	11%	/	13%	2%	/	-2%
CSc1ccc(OC2(C)CCN(Cc3cc4ccccc4o3)C2)cc1 (stereo unspecified)	i	-74*	i	10%	9%	-3%	-21%	10%	-3%
COc1cccc2sc(Nc3nc4ccc(NC(C)=O)cc4s3)nc12	i	3	-6%	?	9%	1%	-6%	0%	29%
Cc1cccc(C(O)c2ncc(-c3ccccc3F)[nH]2)c1C (stereo unspecified)	i	?	-2%	3%	-1%	-15%	2%	0%	-18%
O=S(=O)(NCCc1cccs1)c1ccc(Br)cc1	i	?	-29%	12%	16%	11%	?	19%	9%
CCn1c(SCc2cccc(C)c2)nnc1-c1ccccc1	i	14	i	8%	-8%	22%	?	-3%	0%
Cc1noc(C)c1S(=O)(=O)N(C)C[C@H]1Oc2c(NC(=O)Nc3ccc(C(F)(F)F)cc3)cccc2C(=O)N([C@H](C)CO)C[C@@H]1C	i	7	-29%	12%	2%	?	?	-1%	1%
COc1cccc(Cn2c(Oc3cc(C)cc(C)c3)nc3c2c(=O)n(C)c(=O)n3C)c1	/	/	i	10%	0%	-2%	-2%	/	11%
COc1ccc(C(=O)N2CCc3cc4c(cc3C2C)OCCCO4)cc1 (stereo unspecified)	i	-20	-32%[inhibitor]	16%	9%	14%	?	-13%	-38%[inhibitor]
Cc1ccc(C(=O)NCCNS(=O)(=O)c2ccccc2)cc1	i	0	i	-1%	-1%	4%	0%	-9%	7%
COc1ccc(N(CC(=O)N2CCCCC2)S(=O)(=O)c2c(C)nn(C)c2C)cc1	i	-15	-18%	-23%	-5%	-8%	7%	-1%	-5%
CC(C)NC(=O)c1ccccc1NC(=O)C1CCCO1 (stereo unspecified)	i	-6	-10%[57.5 µM]	-16%	0%	19%	19%	-9%	-1%
O=C(CCC1CCCC1)Nc1nnc(-c2ccc3c(c2)OCO3)s1	i	-1	i	0%	-4%	/	21%	-9%	0%
COc1ccc(C(=O)C(OC(=O)CNC(=O)c2ccco2)c2ccccc2)cc1 (stereo unspecified)	i	11	i	7%	-12%	14%	0%	9%	11%
Cc1nc(C)c(-c2csc(Nc3ccc(N)cc3)n2)s1	i	15	-36%[inhibitor]	5%	22%	31%	18%	-13%	1%
O=C(CCNC(=O)N1CC(=O)Nc2ccccc21)NCc1cccc(Cl)c1	i	13	?	11%	1%	6%	-11%	0%	-6%
CC(=O)c1ccc(S(=O)(=O)N2CCNCC2)cc1	i	4	i	0%	-1%	-1%	3%	0%	1%
C=CCN(CC=C)S(=O)(=O)c1ccc(C(=O)Nc2sc3c(c2C(N)=O)CCCCC3)cc1	i	10	-35%	9%	-19%	12%	2%	-1%	-9%
CCOC(=O)C1CCN(Cc2coc3ccc(Cl)cc3c2=O)CC1	i	?	i	-13%	-3%	9%	-9%	0%	-19%
COc1ccc(N(CC(=O)NCc2ccc(C)cc2)S(=O)(=O)c2ccccc2[N+](=O)[O-])c(OC)c1	i	-8	-8%	-10%	17%	24%	?	5%	13%
CC1=NN(c2ccc(C(=O)O)cc2)C(=O)/C1=C\c1ccc(OC(=O)c2cccs2)cc1	i	-2	-24%	4%	-5%	18%	15%	0%	-25%
COc1cccc(C(=O)O/N=C(\N)c2ccncc2)c1OC	i	-9	i	4%	6%	/	1%	1%	9%
CSCC[C@H](NC(=O)Cc1c(C)c2c(cc(C)c3c(C)coc32)oc1=O)C(=O)O	i	4	-2%	-6%	15%	2%	6%	-1%	15%
Cc1cc(=O)oc2cc(NC(=O)C(C)Oc3cccc(Cl)c3)ccc12 (stereo unspecified)	i	-26	-13%	9%	-14%	18%	?	-5%	-5%

Two records picked at random from the list so far, as already listed:
SMILES	Akt phos inh	D3 antag	PTHR1 agonist	TDP-43 yeast inh	GLP1R ag	FUS suppressor	GLP-1R inv ag	aSyn yeast inh	Abeta rescue
Cc1cc(=O)oc2cc(NC(=O)C(C)Oc3cccc(Cl)c3)ccc12 (stereo unspecified)	i	-26	-13%	9%	-14%	18%	?	-5%	-5%
O=C(CCNC(=O)N1CC(=O)Nc2ccccc21)NCc1cccc(Cl)c1	i	13	?	11%	1%	6%	-11%	0%	-6%

Entries above that contain a Cl atom (seven):
SMILES	Akt phos inh	D3 antag	PTHR1 agonist	TDP-43 yeast inh	GLP1R ag	FUS suppressor	GLP-1R inv ag	aSyn yeast inh	Abeta rescue
Cc1ccc(/C=N/n2c(-c3ccc(Cl)cc3)n[nH]c2=S)s1	i	-18	i	4%	14%	7%	42%	8%	-10%
O=C(NCc1ccc(F)cc1)c1cc2c(cc1Cl)N1CCCCCC1=NS2(=O)=O	i	-10	-90%[inhibitor]	-5%	10%	1%	3%	-4%	-8%
CCOC(=O)c1c(N)n(-c2ccc(C)c(Cl)c2)c2nc3ccccc3nc12	/	/	i	5%	5%	-12%	6%	-2%	-16%
COc1ccc(Cl)cc1C(=O)Nc1nc2ccccc2[nH]1	i	0	-91%	-6%	-4%	19%	?	-6%	-13%
O=C(CCNC(=O)N1CC(=O)Nc2ccccc21)NCc1cccc(Cl)c1	i	13	?	11%	1%	6%	-11%	0%	-6%
CCOC(=O)C1CCN(Cc2coc3ccc(Cl)cc3c2=O)CC1	i	?	i	-13%	-3%	9%	-9%	0%	-19%
Cc1cc(=O)oc2cc(NC(=O)C(C)Oc3cccc(Cl)c3)ccc12 (stereo unspecified)	i	-26	-13%	9%	-14%	18%	?	-5%	-5%

Screening data (PubChem)
